PI5P4Ka inh = blocks human PI5P4K alpha kinase activity; 330,000 tested, 1.2% active; AID 652105; PI5P4Kalpha enzyme, ADP-Glo luminescence, 60 min; stronger effect = lower value; max response, %; P48426; active means max response of -50% or lower; inconclusive means between -30% and -50%; inactive means -30% or higher; further: value at the top dose of about 77 µM; on the % scale 0 is the no-effect control and ±100 the full control effect
Target sequence (P48426 whole entry, looked up): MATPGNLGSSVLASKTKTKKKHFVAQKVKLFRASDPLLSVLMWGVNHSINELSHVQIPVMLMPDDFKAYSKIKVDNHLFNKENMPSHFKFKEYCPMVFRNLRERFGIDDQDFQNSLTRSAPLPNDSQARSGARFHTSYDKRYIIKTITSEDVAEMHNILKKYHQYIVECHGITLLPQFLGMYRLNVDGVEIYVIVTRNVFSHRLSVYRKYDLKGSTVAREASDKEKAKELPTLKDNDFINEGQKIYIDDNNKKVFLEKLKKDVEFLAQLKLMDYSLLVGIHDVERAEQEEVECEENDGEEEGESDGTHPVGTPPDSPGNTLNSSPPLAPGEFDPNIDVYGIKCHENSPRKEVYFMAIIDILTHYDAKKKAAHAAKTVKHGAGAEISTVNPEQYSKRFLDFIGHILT
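ADP-Glo luminescence end-point after a 60 min room-temperature kinase reaction. PI5P4Kalpha and substrate in HEPES pH 7.4 buffer with EGTA, 0.1% CHAPS and 5% DMSO; ATP at 5 microM final.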
EPAC1 antag = antagonists of human EPAC1; O95398; EPAC1 GEF assay, Rap1b-BODIPY-GDP exchange fluorescence; Potency, µM (titrated, usually from 115 µM), for the others: at the highest dose activity change, negative = inhibition, usual class: inhibitors; 360,000 tested, 0.14% active;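 further: potency means the concentration at half of the fitted maximal effect; plate controls were vehicle for no effect and positive control for full effect; nearly all actives have a fitted effect of over 50% in size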
EPAC2 ag = EPAC2 (human) agonism; Q8WZA2; AID 720711; 360,000 tested, 0.079% active; Potency, µM (highest dose often 154 µM), inactives show top-dose activation, most hits filed as activators; EPAC2 activation, biochemical qHTS; response scale: 100% = 6.5 mM cAMP response; further: potency means the concentration at half of the fitted maximal effect; nearly all actives have a fitted effect of over 50% in size
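qHTS, titration series. 100 nM EPAC2 / 250 nM Rap1B-BODIPY-GDP / 50 uM GDP; RT; ex 480/em 540 nm, 5-min reads to 30 min. Norm. to 6.5 mM cAMP = activation.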
WRN inhibitor = inhibitors of human WRN helicase | WRN helicase unwinding, fluorescent forked duplex, kinetic | Potency, µM (series often up to 114 µM), inactives show top-dose activity change, negative = inhibition, usual class: inhibitors | 360,000 tested, 0.46% active; further: potency means the concentration at half of the fitted maximal effect; on the % scale 0 is the no-effect control and ±100 the full control effect; nearly all actives have a fitted effect of over 55% in size
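Screening of the MLSMR collection measured strand separation of a quenched forked DNA duplex (100 nM) by 20 nM WRN with 2 mM ATP, all final. Compounds were preincubated with enzyme 15 min at room temperature.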
EPAC1 ag = activates human EPAC1 exchange factor | O95398 | 360,000 tested, 0.073% active | Potency, µM (highest dose often 154 µM), inactives show top-dose activation, usual class: activators | EPAC1 agonist qHTS, biochemical assay; response scale: 100% = response to 6.5 mM cAMP; further: potency means the concentration at half of the fitted maximal effect; nearly all actives have a fitted effect of over 60% in size
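Multi-concentration qHTS readout: loss of Rap1B-bound BODIPY-GDP fluorescence driven by 100 nM EPAC1 with excess GDP (50 uM), monitored kinetically at room temperature; agonist response expressed relative to 6.5 mM cAMP.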
IL-2 act = activates IL-2 in a cell-based reporter assay. AID 652025. activation, % (series mostly up to about 46 µM). IL-2 activation reporter assay, cell-based qHTS; stimulated with anti-CD3/CD4/CD28 beads; in transgenic mouse T cells. 360,000 tested, 0.065% active; in the data active means activation above about 50%; inconclusive means mostly about 30% to 49%; further: 0% is about no effect
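Readout is EGFP and DsRed signal by fluorescent plate cytometry after 18 h at 37 degrees C. Transgenic mouse T cells (750/well) received compound for 60 min before bead stimulation (anti-CD3, anti-CD4, anti-CD28); memory T cells served as non-tolerant control.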
PLK1 PBD block = inhibitors of human PLK1 polo-box domain binding. P53350. Plk1 PBD binding of FITC phosphopeptide, fluorescence polarization. Potency, µM, without a hit: max response, negative = inhibition, most hits filed as inhibitors. 360,000 tested, 2.8% active. AID 720504; further: potency means the concentration at half of the fitted maximal effect; series mostly up to about 57 µM; on the % scale 0 is the no-effect control and ±100 the full control effect; nearly all actives have a fitted effect of over 65% in size
CCT modulator = cytosolic chaperonin activity modulation; purified chaperonin ATPase assay, HTRF ADP detection, 30 min; activity change, % (no concentration beside the values), hits read low; 360,000 tested, 0.3% active; in the data active means activity change below about -30%; further: on the % scale 0 is the no-effect control and ±100 the full control effect
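TRiC (40 or 20 nM final, by batch activity) in 30 mM Tris pH 7.4, 100 mM KCl, 5 mM MgCl2, 1 mM DTT was treated with compound at 76 uM single dose, then 10 uM ATP, 30 min at 37 °C. ADP was read by HTRF Transcreener.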
* = called active by the depositor; ? = inconclusive; nt = no result given; [ ] = another dose, or the depositor's remark. Unless noted, the call rests on the fitted dose curve; in most records, active means well fitted curve in the direction sought with a large enough effect; inconclusive means small, poorly fitted or top-dose-only effect, or another doubt; inactive means no such curve, though single readings can be large; an effect the other way counts as inactive or inconclusive. This is a subset, so the mix of outcomes need not match the whole.

SMILES	PI5P4Ka inh	EPAC1 antag	EPAC2 ag	WRN inhibitor	EPAC1 ag	IL-2 act	PLK1 PBD block	CCT modulator
CCOC(=O)Cn1cc(/C=N/NC(=O)c2ccc(C#N)cc2F)c2ccccc21	nt	-13%	15%	-3%	-6%	-1.7	-7%	0.0
Cc1cc(C)c(S(=O)(=O)Nc2ccc(O)c(Sc3ncn[nH]3)c2)cc1C	-13	-18%	9%	1%	-3%	-2.1	-21%	-1.0
CCOC(=O)c1cc2occc2n1Cc1c(F)cccc1Cl	-8	3%	0%	-3%	7%	-2.3	2%	0.0
CCOC(=O)C1C(c2ccccc2Cl)NC(=O)N(C)C1(O)C(F)(F)F (configuration not stated)	nt	-29%	5%	-7%	7%	0.0	-2%	1.0
O=C(NCc1ccc2c(c1)OCO2)c1nn2cccnc2c1Cl	-1	0%	5%	-18%	2%	-0.9	0%	2.5
CC(=O)Nc1ccc2c(c1)CN(c1cc(C)ccc1C)CO2	-2	7%	11%	-21%	6%	-0.3	-10%	-0.7
COc1cc(NC(=O)CN2C(=O)NC(C)(c3ccccc3)C2=O)c(C)cc1[N+](=O)[O-] (configuration not stated)	6	7%	4%	0%	-1%	-0.9	1%	3.3
O=C(Nc1nnc(-c2ccc3c(c2)CCCC3)o1)c1c(F)cccc1F	1	?	1%	-25%	-1%	-1.1	-19%	0.7
Cc1cccc(NC(=O)c2ccc(COc3cccc4ccccc34)o2)n1	-1	-5%	19%	-10%	14%	-5.5	-9%	-3.4
O=C(Nc1cccc(S(=O)(=O)N2CCCCCC2)c1)c1ccc2c(c1)OCO2	1	-15%	8%	-35%	-6%	-0.5	0%	1.5
CCCOc1ccc(NC(=O)CNC(=O)c2cc(OC)cc(OC)c2)cc1OCCC	15	?	-14%	-8%	-9%	2.1	-4%	1.7
Cc1cc(-c2ccc(C(C)C)c(S(=O)(=O)Nc3cc(C)on3)c2)on1	-7	-13%	4%	-1%	9%	-2.8	-23%	-1.6
O=C(Nc1ccc(-c2cn3c(n2)SCC3)cc1)c1ccco1	?	-24%	15%	-1%	3%	-1.4	?	-2.7
Cc1ccccc1NC(=S)N1CCN(c2ccccc2C)CC1	1	12%	-7%	16%	-12%	-2.3	-2%	0.8
CC1(C)Cc2cccc(OCC(=O)Nc3cccnc3)c2O1	1	8%	-11%	-3%	-15%	1.7	4%	-3.1
O=[N+]([O-])c1ccc(N2CCOCC2)cc1SCc1ccco1	6	-5%	-1%	-16%	10%	0.0	-4%	-0.2
Cc1ccc(S(=O)(=O)N2CCCC(C(=O)NC3CCCC3)C2)cc1Cl (configuration not stated)	-9	10%	-10%	-9%	3%	0.8	-16%	0.7
Cc1ccc2c(c1)[C@H]1[C@H](CO2)[C@H](c2ccccc2)[C@]2(C)C(=O)NCC(=O)N12	7	3%	3%	-10%	-20%	0.0	-5%	0.4
CC(Sc1nc(N)cc(N)n1)C(=O)NCC1CCCO1 (configuration not stated)	-5	-15%	0%	5%	-7%	0.5	2%	0.9
O=C(CSc1ncn[nH]1)c1cc2ccccc2o1	-4	-7%	5%	-16%	10%	0.7	-30%	1.5
CCOC(=O)Cc1csc(NC(=O)COc2ccc(N(C)S(=O)(=O)c3ccc(C)cc3)cc2)n1	-8	-2%	6%	-1%	4%	-2.9	-3%	-1.0
NNC(=S)NC1CCS(=O)(=O)C1 (configuration not stated)	-6	1%	6%	5%	4%	-3.0	-9%	-1.7
Nc1ccc2c(c1)CC(=O)c1ccccc1S2	6	8%	6%	-2%	-4%	1.0	0%	2.0
CSCC[C@H](N)C(=O)N1CCC(C(=O)N[C@@H](C)C(=O)NCc2ccc(F)cc2)CC1	1	6%	2%	8%	-12%	0.1	-1%	0.5
COC(=O)[C@]1(Cc2ccccc2)N[C@H](CN(C)C(=O)Nc2ccc(F)cc2)[C@@H]2C(=O)N(Cc3ccccc3)C(=O)[C@@H]21	0	5%	9%	1%	-17%	-0.4	-16%	-0.8
COc1ccc(N2CCN(C3CC(=O)N(Cc4ccc(N5CCCC5=O)cc4)C3=O)CC2)cc1 (configuration not stated)	2	0%	1%	0%[57.1 µM]	0%	0.3	-2%	0.2
Cc1ccc2c(c1)N(C(=O)CCC(=O)NCCCN1CCC(Cc3ccccc3)CC1)CCO2	-3	12%	18%	7%	6%	-3.1	-14%	-0.4
CCc1ccc(-n2cc(-c3ccc(F)cc3)[n+]3c2SCCC3)cc1	-2	14%	12%	0%	5%	-0.2	-11%	-0.6
Cc1onc(-c2c(F)cccc2Cl)c1C(=O)OCC(=O)NCc1ccco1	-51*	-3%	9%	0%	2%	-0.6	-16%	-4.8
Cc1cccc(OCc2n(CC(=O)OC3CC(C)CCC3C(C)C)c3ccccc3[n+]2C)c1 (configuration not stated)	-1	?	1%	-3%	2%	-0.7	-12%	0.7
COC(=O)c1ccc(Cn2c(C)c(C(=O)NCc3cccc(C(F)(F)F)c3)sc2=O)o1	9	-17%	-3%	-9%[57.1 µM]	-7%	-0.2	-1%	2.0
O=C(OCc1c(-c2ccccc2)ncc2ccccc12)c1ccccc1C(F)(F)F	17	?	6%	-4%	-19%	1.0	-27%	-3.3
O=[N+]([O-])c1ccc(-c2cnc(NO)nc2)cc1	-19	-3%	0%	2%	-13%	-3.1	-6%	0.4
Cc1ccccc1N1C(=O)c2cccc3cccc(c23)C1=O	-7	17%	11%	4%	7%	1.7	3%	0.7
CCOC(=O)N1CCN(C(=O)C2CC(=O)N(c3ccccc3)C2)CC1 (configuration not stated)	2	-6%	3%	1%	-2%	3.7	9%	1.3
COc1ccc(-n2nc([N+](=O)[O-])c(=NCc3ccco3)n2O)cc1	0	17%	11%	3%	10%	-2.1	-14%	0.4
O=C1OC[C@H]2CCCN2C(=O)[C@@H](CC(=O)N(CCO)Cc2ccccc2)C/C=C\CC[C@@H]1Cc1ccc(F)cc1	3	1%	6%	-4%	-7%	-0.7	-5%	-2.6
C=C(CCC(=O)c1ccccc1)C(=O)c1ccccc1	0	?	17%	-16%[11.6 µM]	21%	-3.0	-12%	-2.7
O=C(CSc1nc(-c2ccccc2)nc2ccc(F)cc12)Nc1cccc(C(=O)O)c1	-50*	-3%	0%	-21%	-9%	2.2	-26%	1.6
CCn1ncc(C(=O)Nc2ccc([N+](=O)[O-])cc2OC)c1C	-1	0%	4%	0%	-1%	0.5	-1%	1.3
O=C(C(=O)N1CCCC1CO)N1CCCC1CO (configuration not stated)	2	-7%	10%	-7%	8%	3.1	-5%	2.3
CCN(CC(=O)Nc1ccc(NC(C)=O)cc1)C(=O)CSc1ncnc2sc(C)c(C)c12	?	10%	7%	-3%[11.6 µM]	6%	-2.9	-21%	-16
O=C(COc1ccccc1Br)NC1CCCC1	-8	-4%	-4%	4%	-5%	0.7	-13%	-3.5
COc1cc(C(=O)Nc2sc(C(=O)N3CCOCC3)c(C)c2C#N)cc(OC)c1OC	-8	-16%	7%	-3%	8%	-0.9	2%	-0.1
COc1ccc(C(C)=O)cc1CSc1nnc(Nc2c(C)cccc2C)s1	-12	-3%	5%	-9%	0%	-3.0	-4%	-1.1
Cc1c(NS(=O)(=O)c2ccc(NCC3CCCO3)c([N+](=O)[O-])c2)c(=O)n(-c2ccccc2)n1C (configuration not stated)	4	-18%	0%	5%	2%	0.1	-1%	-3.1
CCc1cc(C(=O)OCC(=O)N2CCC(c3ccccc3)=N2)sc1C	-8	6%	2%	-4%	-1%	-2.4	-1%	0.3
CC(C)(C)Nc1c(-c2ccc(O)cc2)nc2ccc(Cl)cn12	-1	6%	-1%	-3%	-4%	-1.1	2%	0.6
Cc1ccccc1-n1nnnc1SCC(=O)NNC(=O)c1ccc(NC(=O)CC#N)cc1	-12	-18%	3%	-4%	-22%	-0.2	-10%	-0.3
COc1ccc(-c2csc(NC(=S)NC(=O)c3ccc4ccccc4c3)n2)cc1OC	3	-26%	3%	-1%	17%	0.1	-9%	1.1
Cc1c(C(=O)N2CCC(C)CC2)sc2ncn(CC(=O)N3CCC(C)CC3)c(=O)c12	3	3%	-2%	-7%[57.1 µM]	-12%	-2.9	-12%	1.4
CC(C)CN1CCC(=O)N([C@H](CSc2ccc(Br)cc2)c2ccccc2)CC1	-9	-18%	17%	6%	3%	-0.3	?	-3.5
